Assay outcomes from PubChem BioAssay.
CR mimetic SO = yeast age-related superoxide inhibition as caloric restriction mimetic. 0.18% of 330,000 active. superoxide response (% of plate mean), % at 10 µM. S. cerevisiae aged cells, superoxide DHE fluorescence; stronger effect = lower value. AID 2690;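 active means superoxide response under a set limit, about three screen SD below normal, cut at about 65% in these data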;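 further: yeast aged for seven days with compound at 30 °C before DHE staining; 100% = average MFI of all compound-treated wells on the plate with controls excluded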
GRK2 aptamer HTS = blocks RNA aptamer binding to human GRK2. P25098. AID 488847. 0.59% of 330,000 active. bead flow cytometry, FAM-aptamer displacement from GRK2. inhibition of aptamer binding, % at 10 µM;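 active means inhibition of aptamer binding above 40%, roughly 3 SD of noise, on plates passing a quality check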;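 further: median bead fluorescence of bound FAM aptamer so fluorescent compounds give negative values; no value below 0 was filed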
AGP1 TOR yeast = alters AGP1-GFP fluorescence in TOR pathway yeast screen; 0.02% of 320,000 active; S. cerevisiae AGP1-GFP multiplex flow cytometry, 3 h; GFP as percent of DMSO wells; AID 2066; GFP response vs DMSO, % at 10 µM;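 active means GFP response relative to DMSO above a set limit, near screen average plus 3 SD, cut at about 150% in these data; inconclusive means fewer than 70 cells counted for the yeast strain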;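 further: median GFP channel fluorescence of the gated AGP1 strain per well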
MEP2-GFP yeast = modulators of TOR pathway MEP2-GFP in S. cerevisiae. S. cerevisiae MEP2-GFP strain, flow cytometry GFP, 3 h; 100% = DMSO control level. GFP response vs DMSO, % at 10 µM. 0.51% of 330,000 active;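 active means GFP response versus DMSO above a set limit, roughly screen mean plus 3 SD, cut at about 180% in these data; inconclusive means fewer than 70 cells counted for a yeast strain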;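 further: median GFP fluorescence of the barcode-gated MEP2-GFP cells per well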
CIT2 TOR yeast = modulators of TOR pathway CIT2-GFP in S. cerevisiae; S. cerevisiae CIT2-GFP strain, flow cytometry, 3 h; 100 means same as DMSO wells; GFP response vs DMSO, % at 10 µM; 0.065% of 320,000 active;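 active means GFP response relative to DMSO above a set limit, near the screen mean plus 3 SD, cut at about 150% in these data; inconclusive means Fewer than 70 cells measured for a yeast strain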;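 further: ratio of well median GFP fluorescence to mean of DMSO wells on the plate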
RPL19A TOR yeast = modulators of TOR pathway RPL19A-GFP in S. cerevisiae. S. cerevisiae RPL19A-GFP strain, flow cytometry, 3 h; stronger effect = lower value. percent response vs DMSO, % at 10 µM. 0.3% of 330,000 active. AID 2025;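 active means percent response vs DMSO below 50%; inconclusive means fewer than 70 events counted for the yeast strain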;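 further: median channel GFP fluorescence of the barcoded RPL19A-GFP strain; ratio of sample median GFP to plate DMSO average so 100% = DMSO; lower means less RPL19A-GFP as with rapamycin TOR inhibition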
LAP4 TOR yeast = alters LAP4-GFP fluorescence in TOR pathway yeast screen | S. cerevisiae LAP4-GFP multiplex, flow cytometry GFP, 3 h; median GFP as percent of DMSO wells | GFP response vs DMSO, % at 10 µM | 0.34% of 320,000 active;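 active means GFP response vs DMSO above a set limit, about the screen mean plus 3 SD, cut at about 150% in these data; inconclusive means under 70 cell events counted for the yeast strain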
VLA-4 inh = inhibition in a human VLA-4 binding assay. VLA-4 expressing cells, ligand binding flow cytometry. inhibition, % (about 7 µM as worked out from the volumes in the protocol). 0.2% of 330,000 active. AID 2557; in the data active means inhibition above about 50%
Target sequence (P13612 whole entry, looked up): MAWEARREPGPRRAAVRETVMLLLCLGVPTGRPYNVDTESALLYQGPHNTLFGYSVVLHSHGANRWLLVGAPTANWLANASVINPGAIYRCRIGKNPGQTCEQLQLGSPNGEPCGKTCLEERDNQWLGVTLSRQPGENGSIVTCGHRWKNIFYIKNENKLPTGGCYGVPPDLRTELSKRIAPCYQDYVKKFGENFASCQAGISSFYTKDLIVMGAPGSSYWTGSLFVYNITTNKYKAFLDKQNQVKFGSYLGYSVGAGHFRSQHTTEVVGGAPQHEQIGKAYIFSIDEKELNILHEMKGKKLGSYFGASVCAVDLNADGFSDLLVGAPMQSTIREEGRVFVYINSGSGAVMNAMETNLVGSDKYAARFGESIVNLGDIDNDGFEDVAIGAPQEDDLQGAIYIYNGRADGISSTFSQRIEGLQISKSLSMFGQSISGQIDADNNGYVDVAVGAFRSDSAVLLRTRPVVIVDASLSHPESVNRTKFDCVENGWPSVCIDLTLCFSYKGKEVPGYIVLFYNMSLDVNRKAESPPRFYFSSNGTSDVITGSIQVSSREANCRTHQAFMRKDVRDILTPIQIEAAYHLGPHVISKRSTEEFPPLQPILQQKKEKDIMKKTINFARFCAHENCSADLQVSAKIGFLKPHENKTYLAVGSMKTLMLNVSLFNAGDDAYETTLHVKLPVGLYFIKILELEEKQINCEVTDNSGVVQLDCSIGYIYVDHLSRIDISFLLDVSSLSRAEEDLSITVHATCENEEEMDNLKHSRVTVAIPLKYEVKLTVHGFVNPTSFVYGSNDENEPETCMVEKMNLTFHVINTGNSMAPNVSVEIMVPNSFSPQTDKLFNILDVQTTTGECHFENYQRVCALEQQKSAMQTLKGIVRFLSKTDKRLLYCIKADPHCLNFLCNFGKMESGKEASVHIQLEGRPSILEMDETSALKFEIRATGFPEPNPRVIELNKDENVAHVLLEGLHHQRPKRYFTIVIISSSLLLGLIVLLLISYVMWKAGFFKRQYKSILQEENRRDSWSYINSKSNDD
Numbers without * were called inactive; ? = inconclusive; · = no result given; [ ] = remark or other dose.

SMILES	CR mimetic SO	GRK2 aptamer HTS	AGP1 TOR yeast	MEP2-GFP yeast	CIT2 TOR yeast	RPL19A TOR yeast	LAP4 TOR yeast	VLA-4 inh
COc1ccccc1N1CCN(c2ccc(N3C(=O)CCC3=O)cc2[N+](=O)[O-])CC1	134	2	103	111	96	105	96	-2
C=CCN1c2ccc(Br)cc2C(=O)CS1(=O)=O	84	0	78	85	86	96	111	-5
Cc1ccc(S(=O)(=O)Nc2ccccc2C(=O)Nc2nc(-c3ccc(F)cc3)cs2)cc1	91	2	99	86	93	103	94	0
FC(F)(F)c1ccc(-c2nc(=S)[nH][nH]2)cc1	90	0	101	93	88	95	105	11
O=C(CN1C(=O)NC(Cc2c[nH]c3ccccc23)C1=O)NCCc1ccccc1 (stereo not drawn)	93	1	99	114	105	109	92	4
CCCc1nc2oc3c(NCC(C)O)ncnc3c2c2c1CCCC2 (stereo not drawn)	107	3	94	83	93	91	94	-7
Cc1ccc2nc(/C(C#N)=C\c3ccc(N4CCOCC4)o3)[nH]c2c1	105	0	104	143	126	101	132	-194
Cc1ccc(OCC(=O)Nc2cc(S(=O)(=O)N3CCCCC3)ccc2C)c([N+](=O)[O-])n1	84	1	94	97	100	94	86	5
CC(C(=O)NCc1cccs1)N1C(=O)c2ccccc2C1=O (stereo not drawn)	95	1	100	99	110	94	97	4
CCOc1ccc(/C=N/NC(=O)Nc2ccccc2)cc1	78	3	87	97	100	104	105	-19
COc1ccc(NC(=O)C2COc3ccccc3O2)cc1S(=O)(=O)N1CCOCC1 (stereo not drawn)	83	4	97	108	94	95	94	11
COc1ccc(N2CCN(Cc3cc(=O)oc4cc(C)c(Cl)c(C)c34)CC2)cc1	114	0	103	105	103	103	97	0
Cc1ccc(NC(=O)C(C)OC(=O)Cc2c[nH]c3ccccc23)cc1S(=O)(=O)N1CCOCC1 (stereo not drawn)	108	0	116	108	120	104	116	-4
CCC1(c2ccccc2)NC(=O)N(CC(=O)Nc2cccnc2Cl)C1=O (stereo not drawn)	100	1	91	92	85	92	92	-6
CC(=O)NC(CC(=O)NC1CCCCC1)c1ccccc1 (stereo not drawn)	105	7	102	101	100	101	101	16
CCOc1ccc(NC(=S)NNC(=O)c2cc(Br)ccc2Cl)cc1	91	4	102	98	94	98	98	12
CCOC(=O)CC(=O)CSc1ccc2nnc(-c3ccc(C)cc3)n2n1	124	100*	·	102	98	99	98	3
COc1ccccc1CN1CCCC(CNC(=O)c2cccc3ccccc23)C1 (stereo not drawn)	101	1	109	123	114	106	105	1
COc1ccc(OC)c(NC(=O)N2CCc3ccccc3C2)c1	109	2	83	97	89	101	86	3
COc1ccc(C(=O)CSc2nnc(-c3ccccn3)n2Cc2ccco2)cc1	98	0	·	97	94	100	103	8
O=C(CNC(=O)c1ccco1)NCC(c1ccco1)N1CCCCC1 (stereo not drawn)	85	3	98	101	95	96	106	-6
O=C(O)c1cc(S(=O)(=O)NC(Cc2c[nH]c3ccccc23)C(=O)O)ccc1Cl (stereo not drawn)	106	5	104	106	103	106	98	0
CCOC(=O)C1(Cc2cccc(OC)c2)CCN(Cc2ccccc2OC)CC1	100	0	96	96	88	90	97	9
Cc1nc2sccn2c1-c1nc(-c2cc3ccccc3o2)cs1	100	0	104	107	106	96	103	-6
Cc1ccc2oc(C(=O)NCCC3CCCCO3)c(C)c2c1 (stereo not drawn)	88	2	83	94	103	102	76	-5
CCn1ccnc1C(O)c1cccc(OC)c1 (stereo not drawn)	138	16	102	101	100	99	97	10
CCOc1ccc(-c2nc(C#N)c(NCc3ccco3)o2)cc1	107	2	104	106	104	109	103	-3
CCOC(=O)N1CCN(C(=O)CSCc2ccc(Br)cc2)CC1	110	0	99	96	89	96	108	-5
COC(=O)c1c(NC(=O)CC2NCCNC2=O)sc2c1CCCC2 (stereo not drawn)	119	0	91	95	78	92	87	-12
CCn1cc(C(=O)OCC(=O)c2cc(C)n(-c3ccccc3)c2C)c(=O)c2ccc(C)nc21	99	1	97	91	90	92	94	-30
O=[N+]([O-])c1ccc(Cl)cc1N1CCOCC1	88	0	97	88	93	99	109	0
CC(=O)N1CCc2c(sc(NC(=O)Cc3ccccc3)c2C#N)C1	117	2	108	102	108	102	108	9
CCc1c(C(=O)N/N=C/c2cn[nH]c2-c2ccc(F)cc2)csc1C	101	1	72	110	90	103	97	16
O=C(c1ccc(NC2=NC3CS(=O)(=O)CC3S2)cc1)N1CCN(c2ccc(F)cc2)CC1 (stereo not drawn)	90	0	99	100	98	99	109	0
c1ccc(-c2cnc(-c3ccccc3)nn2)cc1	120	3	105	110	96	95	95	29
Cc1ccc(OCC(=O)Nc2nnc(S(=O)(=O)N3CCC(C)CC3)s2)cc1	126	8	106	105	110	102	104	9
CC(C)CC(OC(=O)c1ccco1)C(=O)NCC1CCCO1 (stereo not drawn)	91	0	110	102	101	105	107	-8
O=C(C[n+]1cc(Br)cc(Br)c1)c1ccc(-c2ccccc2)cc1	100	0	106	103	113	97	124	3
COc1cc(C(C[N+](=O)[O-])c2c(C)[nH]c3ccccc23)ccc1O (stereo not drawn)	114	1	103	100	101	99	88	4
Cc1ccc(C2C3C(=O)N(c4ccccc4)C(=O)C3N3CCCN23)cc1 (stereo not drawn)	88	0	98	99	91	98	115	3
COc1ccc(OC)c(C2=Nn3c(nnc3-c3ccncc3)SC2)c1	95	5	?	265*[may fluoresce violet]	?	43*[may fluoresce violet]	77[may fluoresce violet]	-4
C=CCOC(=O)C1=C(C)Nc2nnnn2C1c1cccc(OC)c1OC (stereo not drawn)	91	0	104	110	111	106	101	9
COc1ccc(C)cc1S(=O)(=O)N1CCN(c2ccccc2)CC1	110	1	98	109	98	99	84	6
O=C(Cc1ccc([N+](=O)[O-])cc1)Nc1ccc2c(c1)CCC2	108	0	106	108	104	102	105	9
CCOc1ccc(NC(=O)C(CC(=O)O)Cc2ccccc2)cc1 (stereo not drawn)	100	1	101	106	96	97	103	20
O=C(NCc1ccc2c(c1)OCO2)c1ccc(N2CCCCCC2)c([N+](=O)[O-])c1	93	7	95	96	92	97	99	-1
Cc1ccc(CNC(=O)CCC2CCCN(Cc3cccc4ncccc34)C2)o1 (stereo not drawn)	89	0	100	94	102	100	96	-8
COc1ccc(C(=O)Nc2ccc(S(=O)(=O)Nc3nccnc3OC)cc2)cc1	103	2	107	103	101	101	106	9
CCCCOc1ccc(N2C(=O)CC(NCc3ccncc3)C2=O)cc1 (stereo not drawn)	95	1	93	99	92	92	93	13
NNC(=O)c1cc2cc3ccccc3nc2s1	156	4	88	126	95	95	110	21
COc1ccc(C(C(=O)NCC2CCCO2)N(Cc2ccc(F)cc2)C(=O)CNC(=O)c2ccco2)cc1OC (stereo not drawn)	107	0	94	97	96	96	100	8
CCNc1ccc(C(=O)OCC(=O)N(Cc2ccccc2)C(C)(C)C)cc1[N+](=O)[O-]	97	1	105	107	106	106	98	3
COc1cc(OC)c2cc[nH]c2c1	85	0	90	93	84	94	92	-28
O=[N+]([O-])c1cccc(-c2ccc(CN3CCN(c4ccccc4)CC3)o2)c1	108	1	99	109	102	103	101	8
O=C(N/N=C/c1ccccn1)c1cc(-c2ccc(Cl)s2)[nH]n1	93	0	94	115	106	101	106	-9
COc1ccc(CN2C(=O)c3ccccc3C2=O)cc1C(=O)Nc1ccc(C)cc1C	105	0	110	78	106	102	97	9
O=C(CN1C(=O)C(=O)N(Cc2ccco2)C1=O)Nc1ccc(F)c(F)c1F	96	4	91	88	87	93	87	0
COC(=O)C1=COC(C)C2CN3CCc4c([nH]c5cc(OC)c(OC)cc45)C3CC12 (stereo not drawn)	98	2	108	114	103	98	103	-16
CCOC(=O)c1sc2nc3n(c(=O)c2c1C)CCC3	91	3	99	101	102	107	101	12
CCCOc1cccc(C2C(C(=O)c3ccc(C)o3)=C(O)C(=O)N2CCN2CCOCC2)c1 (stereo not drawn)	93	0	78	105	103	97	96	-4

Ordered by SMILES length (rising): some entries from above.
SMILES	CR mimetic SO	GRK2 aptamer HTS	AGP1 TOR yeast	MEP2-GFP yeast	CIT2 TOR yeast	RPL19A TOR yeast	LAP4 TOR yeast	VLA-4 inh
CC(=O)NC(CC(=O)NC1CCCCC1)c1ccccc1 (stereo not drawn)	105	7	102	101	100	101	101	16
O=C(N/N=C/c1ccccn1)c1cc(-c2ccc(Cl)s2)[nH]n1	93	0	94	115	106	101	106	-9
Cc1ccc(OCC(=O)Nc2nnc(S(=O)(=O)N3CCC(C)CC3)s2)cc1	126	8	106	105	110	102	104	9
O=[N+]([O-])c1cccc(-c2ccc(CN3CCN(c4ccccc4)CC3)o2)c1	108	1	99	109	102	103	101	8
CCn1cc(C(=O)OCC(=O)c2cc(C)n(-c3ccccc3)c2C)c(=O)c2ccc(C)nc21	99	1	97	91	90	92	94	-30
Cc1ccc(OCC(=O)Nc2cc(S(=O)(=O)N3CCCCC3)ccc2C)c([N+](=O)[O-])n1	84	1	94	97	100	94	86	5

Back to the main list; the 2 compounds before the break are reprinted first.
SMILES	CR mimetic SO	GRK2 aptamer HTS	AGP1 TOR yeast	MEP2-GFP yeast	CIT2 TOR yeast	RPL19A TOR yeast	LAP4 TOR yeast	VLA-4 inh
CCOC(=O)c1sc2nc3n(c(=O)c2c1C)CCC3	91	3	99	101	102	107	101	12
CCCOc1cccc(C2C(C(=O)c3ccc(C)o3)=C(O)C(=O)N2CCN2CCOCC2)c1 (stereo not drawn)	93	0	78	105	103	97	96	-4
COc1ccccc1C1CCN(Cc2cccc3ccccc23)CC1	104	0	102	103	105	106	99	-1
COc1cccc(/C(C)=N/NS(=O)(=O)c2ccc(Cl)cc2)c1	107	1	109	99	98	100	106	3
CCCCC(=O)Nc1sc2c(c1C(N)=O)CCC2	118	0	90	96	90	98	107	11
COc1ccc(CC(=O)Nc2ccc(S(=O)(=O)N3CCC(C)CC3)cc2)c(OC)c1	93	0	98	98	96	94	102	6
COC(=O)c1ccccc1NC(=S)NC(=O)c1ccccc1C	110	1	35	112	108	76	93	0

No enrichment for hits, and some 1.7% of all compounds hit somewhere here.
